STAT3 inh: inhibitors of IL-6 induced STAT3 signaling | U3A cells, IL-6 STAT3-luciferase reporter, luminescence; host cell line lacks STAT1 | inhibition, % at 5.5 µM | hit rate 0.89% among 190,000 | AID 862;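 active means inhibition above the mean inhibition across all screened compounds plus 3 SD, cut at about 44% in these data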;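 further: 0% = DMSO only wells and 100% = 100 µM nifuroxazide control wells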
APP 5UTR inh: APP translation inhibition; SH-SY5Y APP 5'UTR-luciferase reporter, luminescence; hit rate 0.82% among 190,000; inhibition, % at 2 µM;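 active means inhibition above a set limit, derived from the sample mean plus 3 SD, cut at about 45% in these data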; further: values of inactives mirror those of a sister screen read the other way
STAT1 activator: STAT1 signaling activation | NIH 3T3 STAT1-luciferase reporter, IFN-gamma, luminescence; 100% = IFN-gamma alone, no compound | activation (% of control), % at 5.5 µM | hit rate 2.6% among 200,000;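 active means activation above the screen-wide mean activation plus 3 SD, cut at about 130% in these data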;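 further: raw ratio to IFN-gamma control signal so 100% means no change and 0% no light; values of inactives mirror those of a sister screen read the other way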
TLR4 MyD88 comp: inhibitors of human TLR4-MyD88 binding. O00206+Q99836. HeLa CL3-4 TLR4/MyD88 BLA complementation, FRET ratio. inhibition, % at 8.4 µM. hit rate 0.18% among 200,000; in the data active means inhibition above about 25%;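 further: 0% = vehicle and 100% = reference inhibitor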
Target sequence (O00206 whole entry, looked up): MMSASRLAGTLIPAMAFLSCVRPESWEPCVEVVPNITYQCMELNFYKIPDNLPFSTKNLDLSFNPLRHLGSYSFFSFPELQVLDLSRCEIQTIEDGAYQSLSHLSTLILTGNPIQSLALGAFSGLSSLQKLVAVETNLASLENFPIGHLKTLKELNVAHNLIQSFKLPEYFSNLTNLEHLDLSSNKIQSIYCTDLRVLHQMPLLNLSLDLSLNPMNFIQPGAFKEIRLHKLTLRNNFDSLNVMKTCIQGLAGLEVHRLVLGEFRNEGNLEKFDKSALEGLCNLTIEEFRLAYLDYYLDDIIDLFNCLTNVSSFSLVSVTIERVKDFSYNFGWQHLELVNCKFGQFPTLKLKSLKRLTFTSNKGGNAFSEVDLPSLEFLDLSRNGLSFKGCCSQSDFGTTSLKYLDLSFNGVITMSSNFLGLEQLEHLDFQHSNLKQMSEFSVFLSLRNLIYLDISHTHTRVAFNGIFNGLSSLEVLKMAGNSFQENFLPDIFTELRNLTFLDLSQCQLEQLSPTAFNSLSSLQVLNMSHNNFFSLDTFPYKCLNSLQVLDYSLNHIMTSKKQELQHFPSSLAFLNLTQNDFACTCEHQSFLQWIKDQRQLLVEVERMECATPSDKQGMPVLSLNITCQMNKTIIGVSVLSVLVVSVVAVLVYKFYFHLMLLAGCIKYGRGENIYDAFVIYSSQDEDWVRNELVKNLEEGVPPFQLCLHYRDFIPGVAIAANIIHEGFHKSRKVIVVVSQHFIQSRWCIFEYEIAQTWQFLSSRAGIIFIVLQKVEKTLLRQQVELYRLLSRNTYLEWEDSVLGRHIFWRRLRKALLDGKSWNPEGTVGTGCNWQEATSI
Target sequence (Q99836 whole entry, looked up): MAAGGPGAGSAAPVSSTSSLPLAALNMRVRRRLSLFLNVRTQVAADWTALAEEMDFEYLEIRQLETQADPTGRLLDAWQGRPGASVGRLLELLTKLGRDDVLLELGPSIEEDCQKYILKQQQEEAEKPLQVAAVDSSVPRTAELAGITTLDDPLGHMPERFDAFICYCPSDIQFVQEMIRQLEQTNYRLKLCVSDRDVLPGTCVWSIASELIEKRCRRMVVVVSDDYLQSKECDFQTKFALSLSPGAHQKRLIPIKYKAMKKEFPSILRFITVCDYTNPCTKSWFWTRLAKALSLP
Diaph inh CS: diaphorase inhibition or chemical oxidation counter-screen; inhibition, % at 20 µM; AID 1217; diaphorase resazurin-to-resorufin fluorescence, NADH, 16 min; bacterial (C. kluyveri) enzyme, not human; hit rate 0.69% among 190,000;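 active means primary screen inhibition at 20 µM above a set limit, cut at about 50% in these data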;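 further: plate controls were DMSO with full reaction for no effect and wells lacking NADH for full effect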
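material = Clostridium kluyveri diaphorase enzyme | amount = 0.14 U/mL diaphorase, enzyme working solution | schedule = incubation 16 min, room temperature | detection = fluorescence of resorufin formed from resazurin, Ex 544/Em 590 nm | benchmarks = positive control minus NADH, DMSO neutral control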
G6PDH CS: inhibits Leuconostoc G6PDH, flagging false hits in G6PDH-based assays | Purified L. mesenteroides G6PDH, diaphorase/resazurin coupled fluorescence, 45 min | inhibition, % at 5 µM | hit rate 0.12% among 200,000; in the data active means inhibition above about 50%
STAT3 act: increases IL-6 driven STAT3 reporter signal. U3A cells, IL-6 STAT3-luciferase reporter, luminescence; 100% = signal with IL-6 EC80 alone. AID 871. activation (% of control), % at 5.6 µM. hit rate 0.91% among 190,000;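 active means activation above the screen-wide mean of compound activation plus 3 SD, cut at about 130% in these data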;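 further: 0% = background luminescence of wells with medium and substrate only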
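Test system: human U3A cells carrying STAT3-luciferase construct; control set: IL-6-only wells as 100% reference; timing: compound pre-incubation 1 h before IL-6, then 6 h stimulation at 37 °C; also added: IL-6 stimulus at 33 ng/mL final; evaluation: % activation versus median of IL-6-stimulated wells; detection: reporter luminescence signal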
STAT1 blocker: inhibitors of IFN-gamma induced STAT1 signaling. inhibition, % at 5.5 µM. NIH 3T3 STAT1-luciferase reporter, luminescence. hit rate 0.35% among 200,000. AID 920;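 active means inhibition above a set limit, the mean inhibition across all tested compounds plus 3 SD, cut at about 34% in these data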;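 further: 0% = IFN-gamma with DMSO and 100% = IFN-gamma with 300 µM nifuroxazide; values of inactives mirror those of a sister screen read the other way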
Hsp70 activator: Hsp70 transcriptional activation, primary screen. HeLa Hsp70 promoter luciferase reporter, luminescence; scaled: vehicle 0, proteasome-inhibitor control 100%. activation, % at 10 µM. hit rate 0.04% among 200,000. AID 1203;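 active means activation above the mean across all tested compounds plus 3 SD, cutoff set per campaign, cut at about 5.5% in these data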;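 further: 100% = MG132 at 30 µM as the positive control and 0% = DMSO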
Diaphorase act: counter-screen for diaphorase-based assays: diaphorase activators and chemical reducers; hit rate 0.005% among 190,000; activation factor at 20 µM; AID 1229; Diaphorase/resazurin coupled assay, resorufin fluorescence, 16 min; hits give high values; 1 = vehicle wells, 0 = NADH-free wells;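 active means diaphorase activity raised at least twofold by the compound at 20 µM; inactive means activation factor below 2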
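Material: purified diaphorase enzyme from Clostridium kluyveri; Also added: 0.114 mM NADH and 0.1 mM resazurin, final amounts; Doses: single compound dose of 20 µM, 1% DMSO final; Times: 16 min enzyme reaction, ambient temperature; Detection: resorufin fluorescence, excitation 544 nm, emission 590 nm; Measure: increased resorufin signal from activators or reducing compounds.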
The depositor's hits bear a star; nt = no result given.

SMILES	STAT3 inh	APP 5UTR inh	STAT1 activator	TLR4 MyD88 comp	Diaph inh CS	G6PDH CS	STAT3 act	STAT1 blocker	Hsp70 activator	Diaphorase act
CCCCCN(C(=O)COC(=O)c1ccc(Br)o1)c1c(N)n(CCCC)c(=O)[nH]c1=O	10	-5	96	0	-9	2	89	4	-0.2	1.1
CCOc1cc(CC(=O)N[C@@H](CC(C)C)c2ccccc2N2CCCCC2)ccc1C(=O)O	nt	nt	nt	nt	17	5	nt	nt	0.1	0.8
COc1cccc(NC(=O)Nc2ccc3c(c2)nnn3C)c1	9	-50	113	7	-4	4	95	-13	-0.2	1
CC(C)CNS(=O)(=O)c1ccc(CCC(=O)NCc2ccncc2)cc1	1	-24	104	6	-12	16	105	-6	-0.2	1.1
COc1cccc(CN2CCN(Cc3nc(-c4cccs4)oc3C)CC2CCO)c1 (centres undefined)	-9	1	99	2	9	6	112	0	0.0	0.9
Cc1cccc(-n2c(=O)cc(N3CCN(c4ccc(F)cc4)CC3)[nH]c2=O)c1	15	-3	107	-9	10	-9	92	-8	0.1	0.9
Cc1ccc(NC(=O)CCCSc2ccccc2)cc1S(=O)(=O)N1CCOCC1	2	-8	99	-7	12	2	100	1	-0.2	0.9
O=C(Cc1ccc([N+](=O)[O-])cc1)NCc1ccccn1	7	-27	101	-6	-25	9	96	-2	-0.1	1.3
Cc1c(C(=O)O)nnn1-c1ccccc1	-14	-1	104	-2	13	9	121	-4	-0.3	0.9
CCOC(=O)c1cc2c(=O)n3cccc(C)c3nc2n(Cc2cccnc2)c1=N	3	5	103	-17	nt	nt	99	2	-0.1	nt
O=C(OC1CCOC1=O)c1cccc(S(=O)(=O)N2CCc3ccccc3C2)c1 (centres undefined)	-10	-26	106	-9	20	9	118	-8	0.1	0.8
COc1ccc(-c2noc(C3CCCN(C(=O)Nc4ccccc4F)C3)n2)cc1 (centres undefined)	15	-54	113	-3	2	10	93	-17	0.5	1
Cc1ccc(SCCNC(=O)/C=C/c2ccc([N+](=O)[O-])cc2)cc1	-6	-7	98	-7	17	4	103	3	-0.1	0.8
Cc1ccc2nc(SCC(=O)Nc3nonc3N)[nH]c2c1	25	7	106	-3	18	14	85	-6	-0.3	0.8
C=CCn1c(=O)c2c(nc3n2CCN3c2cccc(Cl)c2C)n(C)c1=O	1	11	96	-1	17	6	102	5	-0.3	0.8
COCc1cc(C)n(CC(=O)NC(C)c2ccccc2)c(=O)c1C#N (centres undefined)	2	-6	96	5	12	4	106	4	-0.3	0.9
Cc1[nH]c2ccccc2c1C(=O)COC(=O)Cn1cnc2ccccc21	-6	4	91	-6	6	-24	110	10	-0.4	0.9
CCOC(=O)N1CCN(C(=O)C2CCCN(S(=O)(=O)c3ccc(F)cc3)C2)CC1 (centres undefined)	10	-1	96	-12	1	1	97	4	0.4	1
CCCc1cc(C(=O)Nc2cc(C)nn2-c2ccccc2)no1	3	-5	94	-8	9	4	102	7	0.0	0.9
CCCCc1c(C)nc2ccccc2c1SCCC#N	8	-4	99	-9	23	-12	96	1	-0.2	0.8
CCC(c1nnnn1CCc1ccccc1)N(Cc1ccco1)Cc1cc2cc(C)cc(C)c2[nH]c1=O (centres undefined)	2	-14	100	-11	26	-2	100	0	-0.1	0.7
O=C(Nc1ccccc1Cl)c1cnccn1	27	7	94	-1	8	6	82	8	-0.1	0.9
COc1ccc(C2CC(=O)c3cnc(NC(=O)c4ccccc4)nc3C2)cc1OC (centres undefined)	2	-2	98	2	8	-27	99	3	-0.1	0.9
COc1ccc(N2CCN(CCNC(=O)c3ccc4c(c3)[nH]c(=S)n3c5ccccc5nc43)CC2)cc1	3	-11	102	-2	-5	6	100	-4	-0.1	1
CSc1cccc(NC(=O)CSc2ncccc2C(=O)Oc2cccc([N+](=O)[O-])c2)c1	-3	8	106	0	17	5	106	-6	-0.1	0.8

Following part
SMILES	STAT3 inh	APP 5UTR inh	STAT1 activator	TLR4 MyD88 comp	Diaph inh CS	G6PDH CS	STAT3 act	STAT1 blocker	Hsp70 activator	Diaphorase act
CC1=CC=CC2=NC(=O)CC(C)(C(=O)N(CC(=O)NC(C)C)C3CCCC3)N12 (centres undefined)	8	-6	103	-2	5	-21	99	-3	-0.1	1
OCC1(CC2CCCCO2)CCN(Cc2ccccc2-c2ccco2)CC1 (centres undefined)	5	9	100	-3	14	7	99	-2	-0.3	0.9
CCOC(=O)c1c(/N=C/c2cccc([N+](=O)[O-])c2O)sc(C)c1C	3	16	89	1	18	14	97	13	-0.2	0.8
Cc1noc(C)c1S(=O)(=O)N(CC(=O)NCc1ccc2c(c1)OCO2)c1ccc(C(C)C)cc1	-1	-3	95	10	29	15	105	5	0.5	0.7
Cc1nc(-c2ccccc2O)n(-c2ccccc2)n1	7	-10	96	1	-5	-2	98	5	-0.1	1
CC(C)(C)c1ccc(OCC(O)CN(CCO)CC(O)Cn2ccc3ccccc32)cc1 (centres undefined)	4	14	106	1	11	-7	99	-7	-0.3	0.9
Nc1n[nH]c(-c2ccc(Br)cc2)c1Cl	-30	1	114	7	16	8	128	-15	-0.6	0.8
CCCC(=O)Nc1ccc(-c2nc3cc(C)c(C)cc3o2)c(O)c1	7	-18	114	4	-16	2	102	-15	-0.1	1.2
COc1cc(OC)c(C(=O)NNC(=S)NC2CCCCC2)cc1OC	14	-3	99	5	10	6	90	1	-0.1	0.9
CC(=O)c1ccc(N2CCN(CC(=O)Nc3ccccc3N3CCOCC3)CC2)cc1	-10	-12	85	6	4	-3	111	15	-0.3	1
CC(=O)NCC(=O)OCC(=O)c1ccccc1	-1	16	99	-3	14	4	101	2	-0.3	0.9
COc1cc(OC)cc(C(=O)N[C@H](C(=O)OCC(=O)Nc2ccc(F)c(F)c2)C(C)C)c1	0	9	96	-2	31	-4	102	5	-0.6	0.7
CCCn1c2c(c(O)c(C(=O)Nc3ccc(C)cn3)c1=O)CCCC2	-14	10	104	2	nt	nt	116	-4	-0.2	nt
CCOc1cc(C(=O)Nc2ccc(N3CCOCC3)cc2)cc(Br)c1OC	13	-8	90	6	2	3	91	10	-0.4	1
COc1ccc(CCN2C(=O)C3C4C=CC(C4)C3C2=O)cc1OC (centres undefined)	8	-12	98	-2	18	-12	96	2	0.0	0.8
COc1ccc(/C=C(/C(=O)Nc2ccccc2C(=O)N2CCCC2)c2ccccc2)cc1	4	-14	95	-1	23	3	102	5	-0.1	0.8
CCC(C)NS(=O)(=O)c1ccc(S(=O)(=O)N2CC=C(c3ccc(F)cc3)CC2)cc1 (centres undefined)	5	-10	99	-9	18	7	96	1	-0.2	0.8
CC(C)c1ccc(NC(=O)CNS(=O)(=O)c2ccc(F)cc2)cc1	8	8	86	-8	0	10	97	14	0.0	1
CCn1cc(C(=O)NCCCN2CCC(C)CC2)c(=O)c2cc(S(=O)(=O)N3CCCC3)ccc21	4	7	90	-5	2	14	102	10	-0.3	1
CCO[C@H]1OC(C(N)=O)=C[C@@H](c2csc3ccccc23)[C@@H]1CCCO	nt	-7	97	-9	-2	2	nt	5	0.0	1
CCC1(C)Cc2ccccc2/C(=C/C(=O)N2CCCCC2)N1 (centres undefined)	5	4	95	-4	16	-2	98	6	0.2	0.8
O=C(CN1CCC(n2nnc3cc(F)ccc32)CC1)N1CCc2ccccc2C1	8	19	103	4	6	-1	100	-3	-0.5	0.9
CCOc1ccc(NC(=S)N2CCCN(Cc3cccc(Cl)c3)C2)cc1	10	-5	88	1	1	-4	102	13	0.0	1
O=S(=O)(c1cc(Cl)ccc1Br)N1CCOCC1	3	2	98	1	5	1	101	2	0.4	1
CC(C)NC(=O)COC(=O)c1cc(F)c(F)cc1Cl	-2	13	98	11	14	12	102	0	0.0	0.9

Going on with the list:
SMILES	STAT3 inh	APP 5UTR inh	STAT1 activator	TLR4 MyD88 comp	Diaph inh CS	G6PDH CS	STAT3 act	STAT1 blocker	Hsp70 activator	Diaphorase act
O=C(OC1Cn2c(=O)ccc(=O)n2C1)c1ccc([N+](=O)[O-])cc1	-5	2	100	-13	6	9	104	0	-0.4	0.9
Cc1ccccc1S(=O)(=O)Nc1nc2ccccc2nc1NCCO	-12	-9	99	-16	6	0	107	1	0.1	0.9
CCCc1nc2ccccc2c(=O)n1NC(=O)c1c(O)c2ccccc2n(C)c1=O	2	-16	107	8	7	8	101	-10	0.5	0.9
CC(C)c1ccc(NC(=O)COc2ccccn2)cc1	20	-42	130*	-1	10	2	88	-34	-0.1	0.9
COc1cccc2[nH]c3c(N4CCC(C(N)=O)CC4)ncnc3c12	-6	2	106	3	13	3	109	-7	0.3	0.9
CCOc1cc(C)c(-c2onc(C(F)(F)F)c2-c2csc(C)n2)c(O)c1	10	-10	97	-9	26	5	95	3	-0.2	0.7
COCCN1Cc2cccc(C(=O)Nc3cccc(OC)c3)c2C1=O	31	4	101	-9	10	-1	78	-1	-0.1	0.9
O=C(CNCCN1CCOCC1)Nc1ccccc1Sc1ccccc1	2	9	88	-10	14	9	97	13	-0.3	0.9
Cc1cc(=O)[nH]c(SCC(=O)Nc2nc(-c3ccccc3)cs2)n1	-17	8	97	19	6	12	120	3	-0.3	0.9
CN(C)/C=C1/C=C(c2ccccc2)OC1=O	11	-8	104	-3	22	6	91	-5	-0.3	0.8
O=S(=O)(Nc1cc(Sc2ncn[nH]2)c(O)c2ccccc12)c1ccccc1	4	76*	87	-8	18	54*	101	15	-0.4	0.8
O=C(CSc1nnnn1C1CCCCC1)NNC(=O)c1ccco1	0	-16	107	0	-4	8	102	-10	-0.2	1
C/C(=N\NC(=O)Cn1nnc2ccccc21)c1ccco1	5	2	98	4	-11	4	99	1	-0.2	1.1
COc1ccc(Cc2nc(-c3ccc(-n4cccc4)cc3)no2)cc1	22	-5	86	5	7	-17	82	15	-0.3	0.9
Cc1ccc(N/C=C/C(=O)C(C)(C)C)c(O)c1	16	-21	97	14	1	16	91	3	-0.2	1
Cc1ccc(/C=C(\C#N)C(=O)N2CCCC2)c(C)c1	-8	-17	104	4	-6	4	108	-6	-0.2	1.1
CC(C)(C)NS(=O)(=O)c1ccc(CCC(=O)O)cc1	1	-3	102	5	16	-2	104	-2	-0.3	0.8
CCN(CC)C(=O)CSc1nnc(CCN)o1	12	0	100	6	11	2	94	1	-0.1	0.9
CCOc1ccc(NC(=O)C(=O)NCc2ccncc2)cc1	6	15	103	1	-4	6	103	-3	0.5	1
